Screening data deposited in PubChem by Sanford-Burnham Center for Chemical Genomics.
SENP7 block = SENP7 protease inhibitors, primary screen, biochemical, luminescence, uHTS. recombinant SENP7, Z-RLRGG-aminoluciferin luminescence, 40 min. Sentrin-specific protease 7 (Homo sapiens), Q9BQF6. 330,000 tested, 1.5% active. inhibition, % at 5 µM;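 active means inhibition above about 50% at the single test dose, limit read from the data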;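 further: plate controls were DMSO with enzyme for no effect and no enzyme buffer wells for full effect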
Gli-Sufu block = Gli-Sufu pathway antagonists, primary screen, luciferase luminescence, Sufu-KO-LIGHT cells, uHTS; 340,000 tested, 0.74% active; AID 588413, 2011; inhibition, % at 5 µM; Sufu-KO-LIGHT fibroblasts, Gli luciferase reporter luminescence;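 active means inhibition above about 55%, limit read from the data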;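 further: 0% = DMSO-treated cells and 100% = wells with medium but no cells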
SENP8 inh = SENP8 protease inhibitors, primary screen, biochemical, luminescence. 330,000 tested, 1.2% active. inhibition, % at 10 µM. purified SENP8, Z-RLRGG-aminoluciferin cleavage
UBC13 polyUb = UBC13 polyubiquitin chain formation inhibitors, primary screen, biochemical, TR-FRET, uHTS | Ubiquitin-conjugating enzyme E2 N (Homo sapiens), P61088 | 330,000 tested, 0.47% active | inhibition, % at 20 µM | AID 485273, 2010; in the data active means inhibition above about 45%, passing the limit was not always enough
697 NFkB inh = inhibitors of PMA/ionomycin-induced NF-kB reporter, 697 cells, primary screen, B-cell NF-kB inhibitor project, cell-based, luminescence, uHTS. 697 B-cell NF-kB luciferase reporter, 16 h. inhibition, % at 4 µM. 330,000 tested, 0.33% active. AID 435022, 2010; in the data active means inhibition above about 35%
HKDC1 inhibitor = HKDC1 hexokinase inhibitors, primary screen, biochemical, fluorescence, uHTS | 340,000 tested, 0.16% active | recombinant HKDC1, G6PDH/diaphorase resazurin coupled fluorescence | inhibition, % at 20 µM | Q2TB90 | AID 493160, 2011;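 active means inhibition above about 35% when tested at 20 µM, limit read from the data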;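 further: plate controls were DMSO wells with enzyme for no effect and DMSO wells lacking enzyme for full effect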
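Test system: recombinant HKDC1 (HK5) hexokinase enzyme, produced in-house / Doses: 20 µM test compound, 1% DMSO / Timing: 90 min, room temperature / Detection: G6PDH/diaphorase-coupled fluorescence, 1 mM NADP, 100 µM resazurin, 525/613 nm / Control set: DMSO wells with and without enzyme mix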
Apaf-1 inh = inhibitors of human Apaf-1 apoptosome, primary screen, biochemical, DEVD-Rh110 fluorescence, uHTS; reconstituted apoptosome caspase-3 activity; AID 489030, 2010; inhibition, % at 20 µM; Apoptotic protease-activating factor 1 (Homo sapiens), O14727; 330,000 tested, 0.71% active; active means inhibition of at least 40% at 20 µM;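 further: plate controls were DMSO wells for no effect and DEVD-CHO caspase inhibitor wells for full effect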
Target sequence (O14727 whole entry, looked up): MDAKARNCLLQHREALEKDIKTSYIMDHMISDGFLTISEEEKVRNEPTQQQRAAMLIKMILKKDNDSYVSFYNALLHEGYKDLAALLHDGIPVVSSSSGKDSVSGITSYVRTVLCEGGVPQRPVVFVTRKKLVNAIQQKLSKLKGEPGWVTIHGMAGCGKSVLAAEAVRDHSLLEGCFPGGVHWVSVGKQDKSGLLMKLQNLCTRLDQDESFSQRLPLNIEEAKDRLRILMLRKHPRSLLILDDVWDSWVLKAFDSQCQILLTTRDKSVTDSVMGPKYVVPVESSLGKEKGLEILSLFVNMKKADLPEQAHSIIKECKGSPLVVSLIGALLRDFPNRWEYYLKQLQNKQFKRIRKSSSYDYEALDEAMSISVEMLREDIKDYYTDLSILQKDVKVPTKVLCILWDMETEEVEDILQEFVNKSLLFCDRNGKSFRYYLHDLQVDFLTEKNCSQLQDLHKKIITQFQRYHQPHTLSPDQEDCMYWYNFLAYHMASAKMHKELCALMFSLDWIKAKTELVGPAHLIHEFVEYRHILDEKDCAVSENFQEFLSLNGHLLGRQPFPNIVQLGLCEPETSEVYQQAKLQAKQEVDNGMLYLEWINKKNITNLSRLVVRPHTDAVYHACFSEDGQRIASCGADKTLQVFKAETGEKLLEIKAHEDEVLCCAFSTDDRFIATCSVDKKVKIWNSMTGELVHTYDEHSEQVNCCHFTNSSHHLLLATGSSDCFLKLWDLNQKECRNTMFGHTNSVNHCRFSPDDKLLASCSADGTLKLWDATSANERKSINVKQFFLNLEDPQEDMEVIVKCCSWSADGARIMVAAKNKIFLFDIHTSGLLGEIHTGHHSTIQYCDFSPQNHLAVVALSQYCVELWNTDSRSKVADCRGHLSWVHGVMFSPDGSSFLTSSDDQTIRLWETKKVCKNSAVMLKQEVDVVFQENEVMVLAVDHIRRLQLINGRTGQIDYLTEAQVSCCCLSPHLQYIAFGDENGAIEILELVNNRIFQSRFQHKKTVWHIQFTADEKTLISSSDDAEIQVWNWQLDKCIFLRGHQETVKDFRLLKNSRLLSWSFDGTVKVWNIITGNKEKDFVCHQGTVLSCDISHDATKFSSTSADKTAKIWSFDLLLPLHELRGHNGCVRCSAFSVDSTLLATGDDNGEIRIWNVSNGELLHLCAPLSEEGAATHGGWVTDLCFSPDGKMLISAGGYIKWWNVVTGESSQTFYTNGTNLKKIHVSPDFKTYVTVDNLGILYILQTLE
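Assay system: Apoptosome proteins | Medium: pH 7.5 Hepes buffer with CHAPS, BSA, DTT | Also added: Cytochrome c and DEVD-Rh110 substrate | Times: 30 min plus 50 min, RT | Detection: Rhodamine 110 fluorescence at Ex 480/Em 540 nm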
Jurkat NFkB inh = inhibitors of induced NF-kB luciferase reporter, primary screen, TCR NF-kB activation inhibitor project, cell-based, luminescence, uHTS; 330,000 tested, 0.53% active; inhibition, % at 4 µM; Jurkat, PMA/ionomycin-induced NF-kB luciferase reporter
The depositor's hits bear a star; i = inactive; · = not tested or not shown. Unless noted, no stated cut-off is given here; in the data, active means inhibition above about 50%; inactive means the rest.

SMILES	SENP7 block	697 NFkB inh	HKDC1 inhibitor	UBC13 polyUb	Jurkat NFkB inh	SENP8 inh	Apaf-1 inh	Gli-Sufu block
O=C(NCC1CCCO1)C(c1ccccn1)N(Cc1ccccc1Cl)C(=O)CN1C(=O)c2ccccc2S1(=O)=O (configuration not stated)	-10	4	3	-1	-10	0	-5	1
CC(C)C1N=C(c2ccc3c(c2)OCO3)CC(c2ccccc2O)N1 (configuration not stated)	9	-3	2	-2	-8	15	4	-1
O=C(COC(=O)c1cccc([N+](=O)[O-])c1)c1ccc(OCc2ccccc2)cc1	-2	-37	-2	4	-27	6	11	-45
COc1ccccc1OCCCCCNCCO	-6	-1	5	-7	6	-3	5	3
CC(C)CC(=O)Nc1c2c(nn1-c1ccc([N+](=O)[O-])cc1)CS(=O)(=O)C2	-1	22	0	0	-11	-3	0	4
COc1ccc(/C=N/N2CCN(c3ccccc3OC)CC2)cc1Br	12	-13	-1	9	-37	32	9	-16
Cn1c(N/N=C2\CCCc3ccccc32)nc2c1c(=O)n(Cc1ccccc1)c(=O)n2C	14	7	-3	-5	4	6	23	12
CC1CCC(C(C)C)C(OC(=O)C[n+]2cc(-c3ccc(Cl)cc3)n3c2CCC3)C1 (configuration not stated)	6	-26	-3	25	-17	-9	8	14
Cc1nn(C)cc1/C=N/NC(=O)c1sc2ccccc2c1Cl	2	23	-22	-10	5	2	6	-3
O=C(O)/C=C/c1coc2ccccc2c1=O	-2	16	-6	4	-9	6	-4	-9
COc1ccc(C)cc1NC(=O)CC(NC(C)=O)c1ccccc1 (configuration not stated)	7	0	-2	6	-7	-3	7	-4
O=C(CSc1nc2nccnc2c(=O)n1Cc1cccs1)Nc1ccccc1F	4	-7	-3	-1	-11	2	-1	9
CCNc1nc(NCC)nc(Oc2ccc(OCc3ccccc3)nn2)n1	4	8	·	-2	-9	2	-30	·
CCOC(=O)/C=C1\SCC(=O)N1CC(=O)Nc1ccc(C(C)C)cc1	-5	16	-8	2	3	2	5	-5
CC(C)(C)c1ccc(OCCCC(=O)N2CCOCC2)cc1	2	-48	-4	11	-31	2	-16	-17
COc1ccc(C(=O)N/N=C/c2ccc(N3CCOCC3)o2)cc1OC	1	0	4	-28	-15	-9	-6	-12
O=C(NC(N1CCCCCC1)C(Cl)(Cl)Cl)c1ccccc1Cl (configuration not stated)	2	24	-6	15	2	-5	2	-3
Cc1ccc(C)c(OCC(=O)NCC2COc3ccccc3O2)c1 (configuration not stated)	-2	25	3	12	-5	6	7	9
Cc1ccc(Cl)cc1N1CCN(S(=O)(=O)c2c(C(=O)N3CCOCC3)c(C)n(C)c2C)CC1	-17	-16	-5	-5	-2	-9	9	-10
COc1ccccc1NC(=O)NC1(C(=O)N2CCN(C)CC2)CCCCC1	-4	5	-3	6	8	8	0	-16
COc1ccc(CCN(C(=O)c2cccc(F)c2)C2CC(=O)N(c3ccccc3)C2=O)cc1 (configuration not stated)	9	10	-7	-8	-15	0	11	-2
NC(=O)c1cc([N+](=O)[O-])ccc1NCc1ccc(N)cc1	3	27	1	-12	11	-11	1	17
CCOC(=O)c1[nH]c(C)c(C(=O)OCc2ccccc2F)c1C	4	-63	-5	3	36	-16	13	-16
CCOC(=O)CS(=O)(=O)c1ccc2ccccc2c1	3	9	3	-8	-2	-4	15	5
CCC(C)NC(=O)CN(c1cc(C)ccc1OC)S(C)(=O)=O (configuration not stated)	5	3	-4	-3	10	-4	-15	-4
Cc1ccccc1OCC(=O)NCC(=O)OCC(=O)c1ccc2ccccc2c1	-13	13	-3	10	8	-1	10	-1
Cn1ncc(Cl)c1C(=O)N/N=C/c1ccccn1	3	4	3	-4	-2	-3	-5	-2
O=C(CN1CCN(Cc2ccc(Cl)cc2)CC1)N/N=C/c1ccccc1F	5	8	-5	5	3	7	-9	-2
Cc1ccc(S(=O)(=O)CCC(=O)Nc2ccccc2Cl)cc1	-2	-6	-8	2	-7	-5	2	1
CCOC(=O)CSC1=C(C#N)C(c2ccccc2C)C2=C(CCCC2=O)N1 (configuration not stated)	12	10	4	10	5	4	4	9
CC(C)c1ccccc1NC(=S)NC(C)c1ccccc1 (configuration not stated)	0	-1	3	0	14	2	22	-3
C=CCn1cc(C(=O)N2CCN(C)CC2)c(=O)c2cc(S(=O)(=O)N3CCCC3)ccc21	-2	12	-4	0	12	2	-4	0
COc1ccc(NC(=O)/C(C#N)=C\c2ccc(N3CCOCC3)o2)cc1	16	-61	-10	i	-66	4	20	-82
CCCn1c(SCC(=O)NC2CC2)nnc1-c1ccccn1	-5	14	-3	-3	-7	-5	4	-5
Cc1cc(C)cc(N(C(=O)c2sc(C)nc2C)C(C(=O)NC(C)(C)C)c2ccncc2)c1 (configuration not stated)	11	11	-4	-1	9	1	7	4
O=C(CC1C(=O)NCCN1Cc1ccc(Cl)c(F)c1)NC1CCCCC1 (configuration not stated)	0	6	-1	-10	14	7	11	-3

Sorted by the number under SENP7 block (ascending): five from the list above
SMILES,SENP7 block
Cc1ccccc1OCC(=O)NCC(=O)OCC(=O)c1ccc2ccccc2c1,-13
O=C(NCC1CCCO1)C(c1ccccn1)N(Cc1ccccc1Cl)C(=O)CN1C(=O)c2ccccc2S1(=O)=O (configuration not stated),-10
Cc1nn(C)cc1/C=N/NC(=O)c1sc2ccccc2c1Cl,2
CC(C)C1N=C(c2ccc3c(c2)OCO3)CC(c2ccccc2O)N1 (configuration not stated),9
Cc1cc(C)cc(N(C(=O)c2sc(C)nc2C)C(C(=O)NC(C)(C)C)c2ccncc2)c1 (configuration not stated),11

Reprinted at random: two records from the list
SMILES	SENP7 block	697 NFkB inh	HKDC1 inhibitor	UBC13 polyUb	Jurkat NFkB inh	SENP8 inh	Apaf-1 inh	Gli-Sufu block
CC(C)c1ccccc1NC(=S)NC(C)c1ccccc1 (configuration not stated)	0	-1	3	0	14	2	22	-3
COc1ccc(/C=N/N2CCN(c3ccccc3OC)CC2)cc1Br	12	-13	-1	9	-37	32	9	-16

(list continues)
SMILES	SENP7 block	697 NFkB inh	HKDC1 inhibitor	UBC13 polyUb	Jurkat NFkB inh	SENP8 inh	Apaf-1 inh	Gli-Sufu block
CC1CN(C(=O)c2ccccc2OCc2ccc(Cl)cc2Cl)CC(C)O1 (configuration not stated)	4	13	-6	13	27	-1	9	1
Cc1cc(-c2nn(-c3ccccc3F)cc2CN2CCCC(C(N)=O)C2)c(C)s1 (configuration not stated)	4	7	0	4	6	3	-23	14
Cc1cc(C(=O)Nc2ccc3c(c2)CCC3)ccc1[N+](=O)[O-]	13	-150	-3	-4	-136	-14	6	-67
Cc1cccc(NC(=O)CSc2nnc(C3CC3)n2CC2CCCO2)c1C (configuration not stated)	-4	12	-5	-4	7	0	6	-4
COc1cccc(C(=O)NCCN2C(=O)S/C(=C/c3cccs3)C2=O)c1OC	1	1	6	-1	6	4	-6	4
O=C(Nc1ccccc1)N1CCC(c2ccccc2)C1 (configuration not stated)	-1	-75	0	0	-62	-5	-4	24
CCCC(=O)N1CCN(c2ccc(NC(=O)c3cc4ccccc4o3)cc2)CC1	-2	-8	-2	2	15	-6	11	5
CCc1ccccc1NC(=O)c1ccoc1C	-4	13	-1	7	-4	0	-2	1
O=C(NC1CCS(=O)(=O)C1)c1cn(-c2ccccc2)nc1-c1ccccc1 (configuration not stated)	0	-8	-5	18	-7	2	-2	-1
COC(=O)CC1Oc2ccccc2N(Cc2ccc(C)cc2)C1=O (configuration not stated)	-6	8	-4	7	17	-4	10	-3
CCNC(=S)N1CCN(c2ccc([N+](=O)[O-])cc2)CC1	5	3	-4	-14	0	3	-14	2
COC(=O)C1=NNC2(C)C(=O)N(c3ccc(C)cc3)C(=O)C12 (configuration not stated)	-4	3	2	-4	2	-3	-5	30

Shown with two lines to a compound: entries from further up.
The line under a structure holds: SENP7 block, 697 NFkB inh, HKDC1 inhibitor, UBC13 polyUb, Jurkat NFkB inh, SENP8 inh, Apaf-1 inh, Gli-Sufu block
CCNC(=S)N1CCN(c2ccc([N+](=O)[O-])cc2)CC1
→ 5, 3, -4, -14, 0, 3, -14, 2
CC1CN(C(=O)c2ccccc2OCc2ccc(Cl)cc2Cl)CC(C)O1 (configuration not stated)
→ 4, 13, -6, 13, 27, -1, 9, 1

(list continues)
SMILES	SENP7 block	697 NFkB inh	HKDC1 inhibitor	UBC13 polyUb	Jurkat NFkB inh	SENP8 inh	Apaf-1 inh	Gli-Sufu block
Cn1ccnc1SC(C(=O)O)c1ccccc1 (configuration not stated)	4	-14	-7	-7	2	12	-1	-12
COc1ccccc1NC(=O)Cn1c(CCC(=O)O)ccc1-c1ccc(C)cc1	-6	17	-12	-1	15	-1	4	-10
Cc1c(C(=O)O)nn(-c2ccccc2)c(=O)c1C#N	-6	2	-5	5	4	6	-3	4
CCC(C)[C@H]1CNC(=S)N1CCc1cc(C(F)(F)F)cc(C(F)(F)F)c1 (some centres not stated)	0	-19	2	16	12	6	23	6
OCCC1CN(Cc2cccc(F)c2F)CCN1CCc1ccccc1 (configuration not stated)	7	-12	-4	-2	-11	-7	-6	15
O=C(Nc1nc(-c2ccc3c(c2)Cc2ccccc2-3)cs1)c1ccccc1	-4	12	-3	9	0	2	-3	-11
O=C(COC(=O)Cc1ccc(Br)cc1)Nc1ccc(N2CCOCC2)cc1	-3	-5	-5	-8	-2	4	4	-7
COc1cccc(NC(=S)N(CCCN2CCN(C)CC2)Cc2ccco2)c1	-1	14	1	12	-12	2	-9	-44
Cc1nc(N2CCN(Cc3ccccc3)CC2)nc2c1C(=O)CC(C)C2 (configuration not stated)	-1	-8	8	0	-6	0	27	-9
N/C(=N\OC(=O)c1ccc(Cl)cc1)c1nonc1N	100*	-7	-4	8	-5	94*	-18	-26
CC(C)n1c2ccccc2c2nnc(SCC(=O)Nc3ccccc3C(=O)O)nc21	8	15	-6	26	16	4	4	3
CCOC(=O)C(NC(=O)Nc1ccccc1)(OCC)C(F)(F)F (configuration not stated)	-7	15	-5	-3	8	4	4	3
CCC(=O)N1CCc2cc(S(=O)(=O)N3CCCC3)ccc21	8	1	-4	0	2	2	-14	6
Cc1c(N2C(=O)CSC2c2ccc(F)cc2)c(=O)n(-c2ccccc2)n1C (configuration not stated)	-8	-25	0	1	1	-5	6	4
Cn1c(=O)c2c(=O)cc(NNC(=O)CC#N)[nH]c2n(C)c1=O	7	-1	-3	7	1	3	-8	-3
Cc1ccc(-n2ncc(C(=O)NC3CC3)c2C2CCN(C(=O)OC(C)(C)C)CC2)cc1	0	10	-4	7	8	-6	-3	0
CCOC(=O)c1cccc(N2C(N)=NC(N)=NC2(C)C)c1	15	-19	-8	0	-3	0	11	3
O=C(N/C(=C/c1ccc(Br)cc1)C(=O)N1CCOCC1)c1ccco1	5	1	-2	-7	11	4	4	-7
CCCN1CCN(C(=O)CCc2nnc3ccc(N4CCN(c5cccc(OC)c5)CC4)nn23)CC1	8	10	-9	7	4	-1	-4	8
Cc1ccc2c(c1)N(CC(=O)N1CCCC1)C(=O)C(C)O2 (configuration not stated)	5	-9	-4	-7	-15	6	-3	4
CNC(=S)N1N=C(c2ccc(OC)cc2)CC1c1ccc(Cl)cc1Cl (configuration not stated)	4	12	-4	0	13	5	9	-10
CCCc1nnc(NC(=O)CCC(=O)N2CCC(C)CC2)s1	4	8	4	4	9	1	-6	4
CC1CCCC(NC(=S)Nc2cccc(S(=O)(=O)N(C)C)c2)C1C (configuration not stated)	8	6	-1	3	6	4	-5	26
CSc1nnc(C)c(=O)n1COC(=O)COc1ccccc1	2	15	-11	-2	1	-2	-1	-9
Cc1ccccc1OCC(=O)OCC(=O)NCCNC(=O)COC(=O)COc1ccccc1C	10	17	-6	0	-1	-7	8	-9
